IMPase inh: cell-permeable inhibitors of inositol monophosphatase (IMPase). P97697. CHO-M1 cells, IP1 accumulation, HTRF TR-FRET ratio. inhibition (IP1 accumulation), % at 46.1 µM. 120,000 tested, under 10 active; active = well fitted curve in the direction sought with a large enough effect in the signal ratio, not every such curve was filed as active; inconclusive = small, poorly fitted or top-dose-only effect, or a change in a side signal; inactive = no such curve, though single readings can be large or run the other way; the % refers to the signal ratio;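 note: cells stimulated with carbachol in lithium chloride buffer; plate controls were DMSO basal wells for no effect and reference inhibitor wells for full effect; higher means more IMPase inhibition seen as more IP1 and lower FRET ratio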
Target sequence (P97697 whole entry, looked up): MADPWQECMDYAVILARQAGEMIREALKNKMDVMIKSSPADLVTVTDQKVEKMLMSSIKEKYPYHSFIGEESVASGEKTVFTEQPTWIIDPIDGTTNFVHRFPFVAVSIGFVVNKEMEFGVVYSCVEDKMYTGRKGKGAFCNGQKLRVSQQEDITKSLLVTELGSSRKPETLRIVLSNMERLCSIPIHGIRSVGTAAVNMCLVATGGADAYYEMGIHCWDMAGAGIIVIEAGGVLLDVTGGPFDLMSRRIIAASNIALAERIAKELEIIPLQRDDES
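Cellular IMPase inhibition is scored as a rise in cytosolic IP1, detected by competitive TR-FRET between d2-labelled IP1 and a europium anti-IP1 antibody. M1-expressing CHO cells were stimulated with carbachol for 30 min at 37C, with lithium (50 mM LiCl) present in the buffer.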
12-hLO inh: inhibitors of human 12-lipoxygenase (ALOX12); purified 12-hLO, xylenol orange hydroperoxide absorbance; Potency, µM (highest dose often 57.1 µM), without a hit: at the top dose activity change, negative = inhibition, usual class: inhibitors; actives 0.12% (n = 150,000); AID 1452; note: potency is the fitted concentration of half-maximal effect; nearly all actives have a fitted effect of over 55% in size; many of its hits are not listed in these tables
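Xylenol orange chromogenic assay: hydroperoxide from 12hLO oxidises Fe(II), giving red-shifted Fe(III)-XO absorbance. Conditions: 150 nM enzyme, 40 uM arachidonic acid, 25 mM Hepes pH 7.0, 0.01% Triton X-100, 30 min, room temperature.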
PNC assembly inh: perinucleolar compartment assembly inhibition; PC3M PTB-GFP, PNC prevalence imaging, 16 h; stronger effect = lower value; activity change (PNC), negative = inhibition, % at 10 µM; actives 3.1% (n = 140,000);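 active = readout at or below -70, meaning at least 70% loss of cells showing the perinucleolar compartment, a nuclear body marking cancer cells; inconclusive = readout between -30 and a set limit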;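 note: plate controls were DMSO wells for no effect and camptothecin positive control wells for full effect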
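Compounds are pinned in duplicate onto adhered PC3M cells stably expressing GFP-tagged PTB and incubated 16 h at 37 C. Cells are then fixed, nuclei stained with Hoechst, and PNC-positive cells counted.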
15-hLO-2 inh: blocks human 15-lipoxygenase 2 activity; O15296; purified 15hLO-2, xylenol orange hydroperoxide absorbance; Potency, µM (titrated, usually from 57.1 µM), for inactives: at the top dose activity change, negative = inhibition, actives largely listed as inhibitors; actives 0.56% (n = 110,000); AID 881; note: potency is the fitted concentration of half-maximal effect; nearly all actives have a fitted effect of over 60% in size; many of its hits are not listed in these tables
Target sequence (O15296 whole entry, looked up): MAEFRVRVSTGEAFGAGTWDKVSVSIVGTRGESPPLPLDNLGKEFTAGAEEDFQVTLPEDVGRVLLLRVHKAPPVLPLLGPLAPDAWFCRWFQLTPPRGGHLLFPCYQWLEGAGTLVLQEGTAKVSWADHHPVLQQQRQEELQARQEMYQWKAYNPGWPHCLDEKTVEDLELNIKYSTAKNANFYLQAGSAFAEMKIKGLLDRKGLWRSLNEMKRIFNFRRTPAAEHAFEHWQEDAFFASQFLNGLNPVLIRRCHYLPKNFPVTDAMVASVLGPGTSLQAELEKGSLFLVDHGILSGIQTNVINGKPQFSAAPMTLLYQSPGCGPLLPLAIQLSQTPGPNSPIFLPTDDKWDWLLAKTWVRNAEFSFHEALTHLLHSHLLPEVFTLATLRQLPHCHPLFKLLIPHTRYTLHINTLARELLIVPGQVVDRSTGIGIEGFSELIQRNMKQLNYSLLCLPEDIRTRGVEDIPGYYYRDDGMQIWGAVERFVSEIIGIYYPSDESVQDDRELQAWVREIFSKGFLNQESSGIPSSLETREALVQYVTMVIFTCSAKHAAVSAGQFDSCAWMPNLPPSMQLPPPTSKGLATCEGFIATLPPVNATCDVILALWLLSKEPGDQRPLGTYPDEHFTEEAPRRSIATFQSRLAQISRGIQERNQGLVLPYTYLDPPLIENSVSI
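Read-out: hydroperoxide product oxidises ferrous iron, measured as xylenol orange complex via the 573-to-405 nm absorbance ratio after 30 min. Reaction: 50 nM enzyme, 15 min compound preincubation, 45 uM arachidonic acid, 90 min RT, Hepes pH 7.5 with Triton X-100.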
* marks the source's active call; other numbers are inactive results; ? = inconclusive; / = not tested or not shown; [ ] = another dose, or the depositor's remark. Unless noted, calls come from the whole dose curve; as a rule, active = well fitted curve in the direction sought with a large enough effect; inconclusive = small, poorly fitted or top-dose-only effect, or another doubt; inactive = no such curve, though single readings can be large; an effect the other way counts as inactive or inconclusive. Unless noted, % is set by controls: 0 for no effect and ±100 for the full control effect. Compounds were not picked by outcome; about 3.1% have a hit in one of these screens.

SMILES	IMPase inh	12-hLO inh	PNC assembly inh	15-hLO-2 inh
Cc1[nH]n(-c2ccccc2)c(=O)c1/C=N/Nc1nncc(-c2ccccc2)n1	2	?	14	?
CCn1nc(C(=O)OCC(=O)N2CCc3ccccc32)c2ccccc2c1=O	0	2%	0	-7%
CC(C)C(NC(=O)c1cccc(S(=O)(=O)N2CCOCC2)c1)C(=O)NCCc1ccccn1 (stereo not drawn)	-7	7%	11	1%
Cc1cc(Cl)ccc1OCC(=O)Nn1c(C)ccc1C	11	-28%	-21	-12%
Cc1ccc(NC(=O)CS(=O)(=O)c2c[nH]c3ccccc23)c(C)c1	0	-7%	-2	-2%
NCC(=O)Nc1ccccc1	/	-2%[11.4 µM]	/	-5%[11.4 µM]
CCN(CC)CCCN1C(=O)C(O)=C(C(=O)c2ccc(C)o2)C1c1cccs1 (stereo not drawn)	-5	0%	5	-3%
COc1cc2c(cc1OC)C(=O)CC(C)S2 (stereo not drawn)	6	-5%	?	-2%
Cc1ccc(SCc2cc(-c3ccc(Cl)cc3)on2)cc1	?	-7%	-6	5%[11.4 µM]
CC(/C=N/O)Cc1ccc2c(c1)OCO2 (stereo not drawn)	5	-7%	?	-12%
CCOc1ccc(Oc2nc(Nc3ccc(C)cc3)nc(N(C)C)n2)nn1	20	-2%	-24	23%
CC(C)NC(=O)N1CC[C@@]2(CCCN(S(C)(=O)=O)C2)C1	/	-6%	/	2%
O=C(NCSc1ccnc(SCNC(=O)c2ccccc2)n1)c1ccccc1	2	1%	?	/
Cc1ccccc1OCC(=O)NCCc1nc2ccccc2[nH]1	/	1%	20	/
C/C(=N/Nc1ccc(C(=O)O)cc1)c1ccc(O)c(O)c1O	/	6%	35	/
CS/C(=N\S(=O)(=O)c1cccs1)Nc1ccc(F)c(Cl)c1	1	-8%	-21	/
Cc1sc2ncnc(Nc3ccc(N4CCOCC4)cc3)c2c1-c1ccccc1	?	0%	0	/
CCCc1nn(C)c(C(=O)Nc2cccc(CC)c2)c1Cl	/	-4%	-16	/
CCCc1cc(=O)n2[nH]cnc2n1	0	2%	-16	0%
CC(=O)NCCNc1ncnc2ccc(-c3ccc(C(=O)N(C)C)cc3)cc12	/	8%	/	-7%
O=C(CSc1ccccn1)c1ccc2c(c1)OCO2	-1	-8%	?	-2%
O=C(COc1ccc(Br)cc1)N(Cc1ccccc1)c1ccccn1	/	-1%	18	/
Cc1ccc(C(=O)NCC(=O)Nc2cccc(C(F)(F)F)c2)cc1	-8	0%	-26	/
Cc1ccc(S(=O)(=O)NC2(C(F)(F)F)NC(=O)N(C)C2=O)cc1 (stereo not drawn)	-2	10%	-87*	2%
O=C(c1cccnc1)N1CCN(Cc2ccc3c(c2)OCO3)CC1	8	-6%	25	-19%

(further entries)
SMILES	IMPase inh	12-hLO inh	PNC assembly inh	15-hLO-2 inh
Nn1cc(-c2ccccc2)nc1SCC(=O)N1CCN(S(=O)(=O)c2ccc3ccccc3c2)CC1	4	-3%	44	-7%
COc1ccc(-c2nc(C#N)c(NC(C)c3ccccc3)o2)cc1OC (stereo not drawn)	10[1.84 µM]	-5%	3	-22%[11.4 µM]
Cc1ccc(S(=O)(=O)N2CCN(C(C)C(=O)Nc3ccccc3-c3ccccc3)CC2)cc1 (stereo not drawn)	/	5%	-25	/
Cc1cc(S(=O)(=O)N2CCC(N3CCCCC3)CC2)ccc1-n1cnnn1	/	-3%	-30	/
O=c1[nH]c(N2CCOCC2)nc2c1CCCC2	-1[1.84 µM]	0%	?	8%[11.4 µM]
C=CCNC(=O)c1sc(=S)n(-c2ccc(C(=O)OCC)cc2)c1N	5	-21%	23	-20%
COCC(C)n1c(C)cc(C(=O)COC(=O)c2c(C)nn(-c3ccccc3)c2C)c1C (stereo not drawn)	-9	-3%	17	-14%
CC1(C(=O)OCC(=O)c2c[nH]c3ccccc23)CC1(Cl)Cl (stereo not drawn)	5	-17%	-29	5%
COc1cccc(Nc2nc(CN3CCOCC3)nc3sc4c(c23)CCCC4)c1	0	3%	-5	/
Cc1ccc2nc(SCC(=O)NC3CCCc4ccccc43)[nH]c2c1 (stereo not drawn)	-17	-1%	-12	/
CCCN(CCC)S(=O)(=O)c1ccc2c(c1)CCCN2C(C)=O	9	-3%	-1	17%
O=C(NC(=S)Nc1ncc(Br)cc1Br)c1cncc(Br)c1	12	-22%	16	?
O=S(=O)(c1ccc(S(=O)(=O)N(Cc2ccc(F)cc2)C2CCCC2)cc1)N1CCCC1	11	4%	?	-5%
Cc1nc2sc(C(c3ccc(Cl)cc3)N3CCOCC3)c(O)n2n1 (stereo not drawn)	?	0%	4	-3%
NC(=O)CSc1nnc(C2CC2)n1-c1ccccc1	9	-5%	8	-1%
CN(C)S(=O)(=O)N1CCN(C(=O)N2CCCCC2)CC1	1	3%	33	0%
CCOC(=O)C1Cc2c([nH]c3ccccc23)CN1 (stereo not drawn)	-3	-9%	-3	4%
Cc1cc(C(=O)N/N=C2\CCCC(=O)C2)c2ccccc2n1	/	1%	-19	/
Cc1ccc(CNc2nc(N)c([N+](=O)[O-])c(NCc3ccccc3)n2)cc1	/	0%	?	/
O=C(Cc1ccccc1)N[C@H](c1ccccc1)P(=O)(O)CO	-1	0%	51	4%
O=C(c1c(F)cccc1F)N1CCN(c2ccccc2F)CC1	15	2%	-82*	-4%
CCOC(=O)Cn1cnc2sc3c(c2c1=O)CCC3	11	-7%	-24	-13%
OCCCNC(=S)Nc1ccc2nc(-c3ccccn3)c(-c3ccccn3)nc2c1	-1	-7%	-4	-15%
[O-][N+]12CCN(CC1)c1ccccc12	-2	-4%	?	1%
Cc1ccc2c3c([nH]c2c1C)-c1nonc1CC3	?	-3%	2	/

Some of these compounds in order of length of the SMILES, largest number first.
SMILES	IMPase inh	12-hLO inh	PNC assembly inh	15-hLO-2 inh
O=S(=O)(c1ccc(S(=O)(=O)N(Cc2ccc(F)cc2)C2CCCC2)cc1)N1CCCC1	11	4%	?	-5%
COCC(C)n1c(C)cc(C(=O)COC(=O)c2c(C)nn(-c3ccccc3)c2C)c1C (stereo not drawn)	-9	-3%	17	-14%
Cc1ccc(CNc2nc(N)c([N+](=O)[O-])c(NCc3ccccc3)n2)cc1	/	0%	?	/
OCCCNC(=S)Nc1ccc2nc(-c3ccccn3)c(-c3ccccn3)nc2c1	-1	-7%	-4	-15%
COc1cccc(Nc2nc(CN3CCOCC3)nc3sc4c(c23)CCCC4)c1	0	3%	-5	/
CC1(C(=O)OCC(=O)c2c[nH]c3ccccc23)CC1(Cl)Cl (stereo not drawn)	5	-17%	-29	5%
Cc1ccc2nc(SCC(=O)NC3CCCc4ccccc43)[nH]c2c1 (stereo not drawn)	-17	-1%	-12	/
CCCN(CCC)S(=O)(=O)c1ccc2c(c1)CCCN2C(C)=O	9	-3%	-1	17%
Cc1cc(C(=O)N/N=C2\CCCC(=O)C2)c2ccccc2n1	/	1%	-19	/
O=C(NC(=S)Nc1ncc(Br)cc1Br)c1cncc(Br)c1	12	-22%	16	?
CN(C)S(=O)(=O)N1CCN(C(=O)N2CCCCC2)CC1	1	3%	33	0%
Cc1ccc2c3c([nH]c2c1C)-c1nonc1CC3	?	-3%	2	/
CCOC(=O)Cn1cnc2sc3c(c2c1=O)CCC3	11	-7%	-24	-13%
O=c1[nH]c(N2CCOCC2)nc2c1CCCC2	-1[1.84 µM]	0%	?	8%[11.4 µM]
[O-][N+]12CCN(CC1)c1ccccc12	-2	-4%	?	1%

(list continues)
SMILES	IMPase inh	12-hLO inh	PNC assembly inh	15-hLO-2 inh
O=C(NCCCN1CCCC1)C1CCC(=O)N1C1CCCCC1 (stereo not drawn)	1	3%	7	4%
CCCS(=O)(=O)N1CCCC(C(=O)NCCCN(C)c2ccccc2)C1 (stereo not drawn)	0	0%	-18	-6%
O=c1c(-c2nc3ccccc3o2)c2oc3ccccc3n2c2ccccc12	12	14%	8	9%[2.29 µM]
COC(=O)c1cc(N2C(=O)C3C(C2=O)C2(C)C=CC3(C)O2)ccc1Cl (stereo not drawn)	10	-14%	55	?
C/C(=N\NC(=O)C1COc2ccccc2O1)c1cccs1 (stereo not drawn)	1	0%	2	-8%
O=C(Nc1ccc(Cl)c([N+](=O)[O-])c1)c1cnccn1	/	-16%	?	/
C[C@@H]1/C(=N/O)CC2C[C@@H]1C2(C)C	/	3%	/	0%
CN(Cc1cc(=O)n2ccsc2n1)c1ccccc1	/	2%	?	/
CCn1nc(C(=O)NCCc2ccc(S(N)(=O)=O)cc2)c2ccccc2c1=O	7	-2%	?	6%
CC1(C)C(=O)OC(C(=O)c2ccccc2)C(C)(C)C1=O (stereo not drawn)	-1	-1%	22	1%
C/C(=N\NC(=O)C1CC1(c1ccccc1)c1ccccc1)c1cccc([N+](=O)[O-])c1 (stereo not drawn)	/	-1%	?	/
CC(C)C(=O)NCCn1ccc2ccccc21	6	1%	50	-2%
C=CCn1c(N)c(C(=O)OCCC)c2nc3ccccc3nc21	-9	-11%	21	-14%
O=C(C1CCN(S(=O)(=O)N2CCOCC2)CC1)N1CCN(c2ccccc2)CC1	-19	0%	32	5%
O=C(COC(=O)c1ccc2c(c1)OCO2)NCc1ccc2c(c1)OCO2	6	-13%	?	-10%
COCCNC(=O)CSc1nnc2c(Cl)cc(Cl)cn12	?	-4%	-13	-2%
COC(=O)c1ccc(CSc2nnc(CNC(=O)c3cccs3)o2)o1	3	-7%	7	-7%
CC(=O)c1ccc(NC(=S)N2CCC(O)CC2)cc1	1	1%	-2	/
Cc1ccc(C(=O)NNC(=O)C2CCN(S(=O)(=O)c3ccc(Cl)cc3)CC2)cc1	/	-4%	-22	/
CC(/C=C/c1ccccc1)=N\NC(=O)CNC(=O)c1ccccc1Cl	/	-2%	7	/
CCOC(=O)c1cccc(COC(=O)c2cccc(-c3nnc(-c4ccccc4)o3)c2)c1	/	3%	-14	/
CN1CCN(CCCNC(=O)Cn2nc(-c3ccccc3)ccc2=O)CC1	2	-1%	?	-1%
CC1(C)CC(=O)C=C(Nc2ccccc2NC(=O)c2cnccn2)C1	6	-2%	26	1%
COCC(C)NC(=O)NC(=O)c1ccc(Cl)cc1 (stereo not drawn)	1	3%	18	2%
C=C(C)Cn1c(SCC#N)nc2ccccc2c1=O	-2	-5%	9	-4%

The list continues:
SMILES	IMPase inh	12-hLO inh	PNC assembly inh	15-hLO-2 inh
CC(Oc1cccc2c1OC(C)(C)C2)C(=O)O (stereo not drawn)	5	2%	?	/
CSc1nc(N)nc(SCC(=O)c2ccc(C)cc2)c1C#N	-21	-11%	32	-13%
C/C(=N\Nc1ccc(F)cc1)c1ccncc1	/	-23%	?	/
CC(C)Cn1c(O)c(N=NC(=O)c2cccc(S(=O)(=O)N3CCCCC3)c2)c2ccccc21	/	5%	4	/
CCOC(=O)c1cnn(-c2ccccn2)c1N	4	4%	-13	1%
N#CC1=C(N)N(c2ccccc2)C(c2ccccc2)C1(C#N)C#N (stereo not drawn)	0	-9%	25	-27%
Cc1sc2c(c1C)c(=O)n(-c1ccc(F)cc1)c(=O)n2CC(=O)NCc1ccco1	-8	4%	-18	-10%
CSCCC(NC(=O)C12CC3CC(CC(C3)C1)C2)C(=O)OCC(=O)c1ccccc1 (stereo not drawn)	3	3%	41	/
CC(=O)Nc1c(C)ccc2nsnc12	10	-2%	?	1%
C=CCNC(=O)c1onc(CSc2ccc(OC)cc2)c1C(=O)O	-2	-3%	-25	1%
COC(=O)Cn1nc(-c2ccccc2)c2ccccc2c1=O	5	-2%	24	-1%
CCOC(=O)C1CCN(Cc2ccccc2C(F)(F)F)CC1	6	2%	-12	-4%
Cc1cccc(C(=O)N[C@H](C(=O)Nc2nnc(C3CC3)s2)C(C)C)c1	/	-1%	12	/
Cc1cc2occ(CC(=O)O)c2cc1C	-5	-5%	17	-6%

Looked up above.
Value of CSc1nc(N)nc(SCC(=O)c2ccc(C)cc2)c1C#N in 15-hLO-2 inh: -13%
Value of Cc1sc2c(c1C)c(=O)n(-c1ccc(F)cc1)c(=O)n2CC(=O)NCc1ccco1 in PNC assembly inh: -18
